From PubChem
zfTRPN1 agonist: activates the zebrafish TRPN1 channel; HEK293 zebrafish TRPN1-YFP, Fluo-8 calcium fluorescence; 100% = response to 87 µM carbachol; activation, % at 3 µM; actives 0.18% (n = 220,000); AID 1424;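 active = activation above its plate's cutoff, the mean activation of test wells on that plate plus 3 SD, cut at about 19% in these data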;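 also: 0% = DMSO alone and 100% = 87 µM carbachol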
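Material – zebrafish TRPN1-YFP in HEK293 cells · Doses – 3 µM single point · Schedule – dye 1 h 37 °C plus 30 min RT · Signal – Fluo-8 calcium fluorescence, excitation 470-495 nm, emission 515-575 nm · Read-out – % activation versus carbachol response · Control set – carbachol high, DMSO low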
KCC2 mod: modulators of human KCC2 chloride dependent transport. B-score of Tl+ flux slope (higher = more flux/activation; lower = inhibition) at 10 µM. actives 2.2% (n = 190,000). KCC2 cells, thallium flux FluoZin-2 fluorescence;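 active = thallium flux slope and its plate-corrected score both differing from the plate sample mean at a set confidence after two filtering rounds, in either direction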;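 also: slope of fluorescence scaled to starting intensity during 10 to 20 s after thallium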
EBV gp42 inh: inhibitors of Epstein-Barr virus glycoprotein 42. Q1HVG2. Fluorescence polarization binding assay, mP read-out. inhibition, % (tested at 21.74 µM). actives 0.42% (n = 220,000). AID 1085; in the data active = inhibition above about 50%
Target sequence (Q1HVG2 whole entry, looked up): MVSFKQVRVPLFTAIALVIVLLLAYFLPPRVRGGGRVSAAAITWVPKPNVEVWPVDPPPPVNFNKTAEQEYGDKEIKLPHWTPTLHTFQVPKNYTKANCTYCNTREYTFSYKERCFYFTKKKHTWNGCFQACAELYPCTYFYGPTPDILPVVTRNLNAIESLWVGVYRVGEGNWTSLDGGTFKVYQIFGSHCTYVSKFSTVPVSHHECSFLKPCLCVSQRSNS
Furin inh: blocks human furin protease activity; inhibition, % at 30 µM; purified furin, fluorogenic substrate cleavage; actives 0.061% (n = 220,000); in the data active = inhibition above about 25%; also: inactives centre near -15
Target sequence (P09958 108-714 limits assumed): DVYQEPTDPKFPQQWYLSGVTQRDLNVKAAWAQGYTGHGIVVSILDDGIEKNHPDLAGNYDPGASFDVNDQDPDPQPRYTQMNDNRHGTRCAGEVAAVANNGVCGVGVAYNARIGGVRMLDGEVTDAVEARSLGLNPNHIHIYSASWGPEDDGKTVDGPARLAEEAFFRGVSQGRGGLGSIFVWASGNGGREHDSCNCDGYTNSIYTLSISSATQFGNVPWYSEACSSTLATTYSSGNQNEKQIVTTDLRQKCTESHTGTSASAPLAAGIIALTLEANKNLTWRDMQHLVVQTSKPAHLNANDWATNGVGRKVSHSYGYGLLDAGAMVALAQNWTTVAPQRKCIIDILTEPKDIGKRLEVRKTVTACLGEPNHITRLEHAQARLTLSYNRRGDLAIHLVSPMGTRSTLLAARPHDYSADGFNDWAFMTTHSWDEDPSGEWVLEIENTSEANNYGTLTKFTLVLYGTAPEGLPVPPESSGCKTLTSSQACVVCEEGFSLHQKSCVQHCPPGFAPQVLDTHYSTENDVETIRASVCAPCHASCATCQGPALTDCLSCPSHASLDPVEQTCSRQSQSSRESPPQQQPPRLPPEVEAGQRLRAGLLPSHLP
TRPML3 agonist: agonists of human TRPML3 channel; Q8TDD5; HEK293 TRPML3-YFP, Fluo-8 calcium fluorescence; 100% = the carbachol control signal; activation, % at 3 µM; actives 0.29% (n = 220,000);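 active = activation above its plate's cutoff, the mean activation of the plate's test wells plus 3 SD, cut at about 12% in these data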;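 also: 0% = DMSO only wells and 100% = carbachol wells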
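Material: HEK293 cells stably carrying human TRPML3-YFP; compound dosing: single dose, 3 µM final nominal compound, 0.3% DMSO final; incubation: 1-h 37 °C dye load, 5-s basal, 120-s post-compound reads; technique: Fluo-8 intracellular calcium fluorescence, excitation 470-495 nm, emission 515-575 nm; read-out basis: percent activation from peak-to-basal fluorescence ratio, scaled between DMSO and carbachol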
m-calpain inh: inhibitors of pig calpain II. AID 1236. actives 0.37% (n = 220,000). purified calpain II, fluorogenic peptide substrate, 30 min. inhibition, % at 16 µM;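 active = inhibition above about 50%, limit read from the data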
thrombin 1536: blocks human thrombin protease activity; P00734; alpha-thrombin, Boc-VPR-AMC fluorogenic substrate cleavage; inhibition, % at 5 µM; actives 0.26% (n = 220,000); AID 1046;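 active = inhibition at or above 40%; inactive = inhibition below 40%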;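 also: 0% = enzyme with no compound and 100% = wells without enzyme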
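Test system: human alpha-thrombin; medium: pH 7.5 Tris-saline with Tween 20; times: reaction at room temperature; signal: AMC fluorescence at 355 nm excitation and 460 nm emission; also added: Boc-VPR-AMC substrate, 15 µM final; dosing: one concentration per compound, 5 µM, with 0.2% DMSO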
PPC-1+TRAIL kill: compounds killing PPC-1 cancer cells with TRAIL present (potentiator screen, no TRAIL-free arm) | cell killing (% activity), % at 4 µM | actives 0.41% (n = 220,000) | AID 1443 | PPC-1 cells + TRAIL, ATPLite viability luminescence;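 active = cell killing above 50% in the first pass at 4 µM, then a duplicate retest at 5 µM averaging 50% or more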;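 also: plate controls were cells with TRAIL plus DMSO for no effect and medium-only wells lacking cells for full effect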
TbHK1 inh: blocks Trypanosoma brucei hexokinase 1 activity; recombinant TbHK1, G6PDH-coupled NADH A340; inhibition, % at 10 µM; actives 0.11% (n = 220,000); AID 1430;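 active = inhibition of 50% or more in the single-dose primary screen; inactive = inhibition below 50%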
Active calls of the source: *; nt = no result given; [ ] = dose if it differs, or a comment.

Structure	zfTRPN1 agonist	KCC2 mod	EBV gp42 inh	Furin inh	TRPML3 agonist	m-calpain inh	thrombin 1536	PPC-1+TRAIL kill	TbHK1 inh
COc1ccc(C2CC(O)(C(C)(C)O)NO2)cc1 (stereo not drawn)	1.8	-0.97	-11	-6	-0.3	14	4	9	-5
COc1ccc(C(=O)CSc2nnc(-c3cccs3)n2-c2ccccc2)cc1	1.8	nt	-19	-12[20 µM]	0.4	11	1	11	3
CCSc1nnc(NC(=O)/C=C/c2ccc3c(c2)OCO3)s1	0.4	-0.11	9	-3	0.6	22	1	1	36
Cc1nc2ccc(C(=O)NCc3ccc4c(c3)OCO4)cc2s1	1.7	-0.046	-1	-18	-0.1	28	0	18	1
CC(=O)N1CCN(S(=O)(=O)c2ccc(C)cc2)C1c1ccc(N(C)C)cc1 (stereo not drawn)	-0.1	0.058	-10	-26	0.7	-44	6	-9	-9
CN1CCN(c2ncnc3sc(-c4ccccc4)cc23)CC1	-0.4	nt	-21	-15	0.1	-5	-14	10	-31
CCOC(=O)C1CCCN(C(=O)c2cc3cc(Br)ccc3oc2=O)C1 (stereo not drawn)	-2.8	0.87	-27	-21	0.6	19	-14	35	-10
CCOC(=O)c1[nH]c2ccc(OC)cc2c1NC(=S)N1CCN(c2ccccc2)CC1	-2.0	-1	-19	-18	0.1	-7	-9	25	-12
CCn1c(O)c(N=NC(=O)CNc2cccc(C)c2)c2ccccc21	1.2	5.6*	-2	-8	0.2	-12	-8	7	-21
COc1ccc(NC(=O)C2CCCN2C(=O)OCc2ccccc2)c(OC)c1 (stereo not drawn)	-0.5	0.98	-10	-26	0.5	29	21	5	-5
CCOc1c(Cl)cc(/C=N/O)cc1OC	-1.2	0.39	-11	-18[20 µM]	0.4	-1	2	26	-1
O=C1/C(=C/c2ccc(O)c(O)c2)SC(=S)N1Nc1ccccc1	17	-2.3	-21	-6	6.9	34	3	18	21
CCc1ccc(/C=N/Nc2nn[nH]n2)cc1	-1.0	-0.23	-19	-16[20 µM]	0.9	-5	-2	-2	-8
CCOCCCn1c(=S)[nH]c2cc(C(=O)NCCN(CC)CC)ccc2c1=O	-0.1	0.65	-5	-26	0.5	-17	7	18	-4
O=C(CNc1cc(S(=O)(=O)N2CCCC2)ccc1OCC(F)(F)F)Nc1ccc(SC(F)F)cc1	0.8	0.3	-32	-15	0.4	20	-3	23	2
O=c1c(CO)cc(CO)cc(CO)c1O	1.7	-0.14	-14	-9	-0.1	12	1	0	-42
CC1(C)NC(=O)N(CCCOc2ccccc2Br)C1=O	-0.1	nt	-17	-16[20 µM]	0.9	-5	4	-4	-1
COc1ccc(N=C2S/C(=C\c3cccs3)C(=O)N2CC(C)C)cc1	-0.1	0.11	2	-6[20 µM]	0.3	-25	-5	29	-9
CCOc1ccc2[nH]c(=O)c(CN(CCOC)C(=O)N3CCOCC3)cc2c1	0.7	-0.0015	-11	-15[20 µM]	0.3	-111	-4	12	-19
COC(=O)C1=C(C)NC(=O)CC1c1cccc(Cl)c1Cl (stereo not drawn)	-2.6	-0.71	-22	-18	-0.3	3	-3	-5	1

Some of the entries so far, as labelled records.
CCSc1nnc(NC(=O)/C=C/c2ccc3c(c2)OCO3)s1
  zfTRPN1 agonist = 0.4; KCC2 mod = -0.11; EBV gp42 inh = 9; Furin inh = -3; TRPML3 agonist = 0.6; m-calpain inh = 22; thrombin 1536 = 1; PPC-1+TRAIL kill = 1; TbHK1 inh = 36

Cc1nc2ccc(C(=O)NCc3ccc4c(c3)OCO4)cc2s1
  zfTRPN1 agonist = 1.7; KCC2 mod = -0.046; EBV gp42 inh = -1; Furin inh = -18; TRPML3 agonist = -0.1; m-calpain inh = 28; thrombin 1536 = 0; PPC-1+TRAIL kill = 18; TbHK1 inh = 1

CC(=O)N1CCN(S(=O)(=O)c2ccc(C)cc2)C1c1ccc(N(C)C)cc1 (stereo not drawn)
  zfTRPN1 agonist = -0.1; KCC2 mod = 0.058; EBV gp42 inh = -10; Furin inh = -26; TRPML3 agonist = 0.7; m-calpain inh = -44; thrombin 1536 = 6; PPC-1+TRAIL kill = -9; TbHK1 inh = -9

(continued)
Structure	zfTRPN1 agonist	KCC2 mod	EBV gp42 inh	Furin inh	TRPML3 agonist	m-calpain inh	thrombin 1536	PPC-1+TRAIL kill	TbHK1 inh
Oc1cccc(C(O)CNCc2ccc(OCc3ccc(Cl)cc3Cl)cc2)c1 (stereo not drawn)	0.3	-0.25	1	-24	1.6	10	-3	7	16
COC(=O)c1ccc(/C=N\NC(=O)CC(=O)NCCc2ccccc2)cc1	-1.1	-2	-5	-36	0.2	-28	-9	3	-3
COc1cc(C(=O)N(c2ccc(C)c(C)c2)C2C=CS(=O)(=O)C2)cc(OC)c1OC (stereo not drawn)	-0.7	0.56	-6	-15	0.8	7	-3	-5	-4
NC(=O)C1CCN(Cc2nc3ccccc3c(=O)[nH]2)CC1	0.4	nt	-25	-15[20 µM]	0.8	-6	-2	22	-5
CCOC(=O)c1sc(Nc2nc(C)cc(C)n2)nc1C	0.2	-0.86	-11	-19	-0.5	15	-2	-5	3
COc1ccc(CNc2ccc(Br)cc2)cc1	-1.7	-0.91	-6	-17	-0.3	-1	7	-6	0
COc1ccc(/C=N/Nc2ncnc3sc(C)c(C)c23)cc1	-0.4	-1.4	-3	-8	1.1	0	-5	18	-31
CCCN=C1CC(C)(C)CC(=O)/C1=C(/O)CCC	0.0	-0.3	-17	-19	-0.3	29	-5	6	3
O=C(CN1CCN(S(=O)(=O)c2ccc(Br)cc2)CC1)N/N=C/c1ccc(Cl)c([N+](=O)[O-])c1	1.0	0.84	1	-12	0.2	-35	-5	26	-11
CC(Oc1ccc2ccccc2c1)C(=O)NNC(=S)NC(=O)c1ccco1 (stereo not drawn)	0.2	25*	-20	-3[20 µM]	1.8	-142	1	14	-3
CCn1cc(/C=C/C(=O)NCc2c(C)nn(C)c2C)cn1	3.4	1.2	13	-14[20 µM]	0.6	13	20	17	-2
O=C(CCSc1ccccc1)NCCSCc1ccco1	-0.5	-1.1	-2	-15	-0.9	-17	-2	11	7
COC(=O)c1nc[nH]c1C(=O)OC	-0.1	-0.56	2	-27	0.4	-6	1	15	-6
O=C(CCCN1C(=O)C2C3C=CC(C3)C2C1=O)N1CCN(c2ccccc2)CC1 (stereo not drawn)	0.0	0.59	-21	-18	-0.1	-11	-5	25	6
O=C(CSC1CS(=O)(=O)c2cc([N+](=O)[O-])ccc21)NNC(=O)c1ccc(Cl)cc1 (stereo not drawn)	-1.4	-0.55	-13	-23	0.9	1	-2	9	1
Cc1ccc(-c2noc(C3CCCN(C(=O)c4ccccc4)C3)n2)o1 (stereo not drawn)	-0.4	-0.033	-8	-6[20 µM]	0.1	-17	-3	2	2
CC1(C(=O)O)CCC(C(N)=O)C1(C)C (stereo not drawn)	0.9	0.89	-16	-14	0.5	-12	-2	-6	-10
NC(=S)N=Nc1c(O)n(Cc2ccc(Br)cc2)c2ccccc12	1.5	3.4	-27	8	1.0	14	8	26	-6
O=c1[nH]c(=S)[nH]cc1Oc1ccc(Cl)cc1Cl	0.9	-0.63	-11	-9	0.8	-19	-4	5	-15
CCC(C)NC(=O)CN(c1cc(Cl)ccc1OC)S(C)(=O)=O (stereo not drawn)	0.5	0.57	-19	-30	0.7	1	-7	14	-8
CC(C)Cc1nnc(NC(=O)CCC(=O)NC2CCCc3ccccc32)s1 (stereo not drawn)	0.2	0.062	-23	-10	0.5	3	0	1	-5
CC/C(=N\NC(=O)CSCc1ccccc1Cl)c1ccc2c(c1)OCCO2	0.9	-0.41	11	-1	0.1	21	-6	5	-3
O=C(NCCc1ccc(Cl)cc1)C1CCC(CNc2nc(=S)[nH]c3ccccc23)CC1 (stereo not drawn)	0.6	-0.00018	-17	-21	-0.3	-15	-3	11	-2
COCCC(=O)Nc1ccc2c(c1)CN(C(=O)CSC)CC2	0.8	-0.24	-6	2	-0.1	9	6	10	-8
NC(=O)c1ncc(C(F)(F)F)cc1Oc1cccc(F)c1	-0.8	0.23	-11	-22[20 µM]	0.8	-14	0	19	-1
CCOC(=O)N1CCN(S(=O)(=O)c2ccc(OCC(=O)OC)c(Cl)c2)CC1	2.9	nt	-29	-1[20 µM]	0.4	5	5	-8	-3
CC12CCC(C(=O)N(CC(=O)O)C1=O)C2(C)C (stereo not drawn)	0.8	nt	-8	-18	0.6	-20	-5	30	-4
O=C(Cc1n[nH]c(=O)c2ccccc12)NCc1ccccn1	1.4	-0.11	-13	-13[20 µM]	0.5	23	2	-22	1
CCn1c(SCC(=O)N/N=C/c2ccccc2OCC(=O)O)nnc1-c1ccccc1	0.3	0.28	-3	-11	0.2	-21	-8	0	-15
O=C(c1ccc2c(c1)OCO2)N1CCN(c2ncccn2)CC1	-0.3	-0.055	-5	-14	0.5	13	-9	15	23
CCOC(=O)c1c(NC(=O)C2C3C=CC(C3)C2C(=O)O)sc2c1CCCC2 (stereo not drawn)	0.7	-1.9	-15	-20	0.2	-18	-6	3	-4
COCc1cc(=O)n2[nH]c(N)nc2n1	1.1	-0.99	-4	-29	0.9	-31	-3	13	-2
Cc1csc2ncc(C(=O)Nc3ccccc3Cl)c(=O)n12	-0.3	0.29	-8	-45	0.8	-41	0	11	-24
COc1ccc(CSCCNC(=S)Nc2ccccc2)cc1Cl	-0.8	-0.17	11	-15	0.7	45	-1	18	8
CC(C)C(OC(=O)CCC(=O)Nc1nccs1)C(=O)NC1CCCCC1 (stereo not drawn)	0.8	0.13	-1	-16	0.1	20	5	10	-2
CCc1ccc2oc(C(=O)NCc3ccncc3)c(C)c2c1	4.4	-0.53	-9	-20[20 µM]	1.2	5	0	6	5
CCC(Sc1nc2cc3c(cc2c(=O)n1Cc1ccco1)OCO3)C(=O)NCCOC (stereo not drawn)	1.2	-0.6	-11	-15[20 µM]	-0.7	-18	4	22	-9
